Screening data (PubChem BioAssay)
NSD2 inh – NSD2 histone methyltransferase inhibitors, primary screen, biochemical, AlphaScreen, single concentration, set 2; hit rate 0.54% among 310,000; Histone-lysine N-methyltransferase NSD2 (Homo sapiens), O96028; NSD2 peptide methylation, 120 min; inhibition, % at 12.5 µM; in the data active means inhibition above about 50%
PfHsp90 set2 – growth inhibition of PfHsp90-expressing yeast, primary screen, antimalarial PfHsp90 inhibitor project, S. cerevisiae, BacTiter-Glo luminescence, single point, set 2. hit rate 0.32% among 310,000. BacTiter-Glo ATP, 48 h; yeast lacking PDR1 and PDR3 efflux regulators. inhibition, % at 9.4 µM;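 active means every replicate shows inhibition above about 80%, whatever the replicate mean, limit read from the data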;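 further: 0% = DMSO neutral controls and 100% = 20 µM radicicol positive controls; yeast relying on Plasmodium falciparum Hsp90 in place of its own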
PvdQ inh – P. aeruginosa PvdQ acylase inhibitors, primary screen, biochemical, fluorescence, plate reader and imaging, single point | PvdQ acylase [Pseudomonas aeruginosa LESB58] | hit rate 0.063% among 340,000 | AID 488965, 2010 | inhibition, % at 10 µM | purified PvdQ acylase; in the data active means inhibition above about 30%, passing the limit was not always enough;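 further: 0% = vehicle neutral wells and 100% = reference inhibitor wells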
Rtt109 HAT inh – inhibitors of C. albicans Rtt109/Vps75 HAT, primary screen, biochemical, ThioGlo CoA-SH fluorescence, plate reader; Histone acetyltransferase RTT109 (Candida albicans (strain SC5314 / ATCC MYA-2876)), …; purified Rtt109/Vps75, 4 h; inhibition, % at 34.9 µM; hit rate 0.16% among 330,000; AID 540336, 2011;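 active means inhibition of at least 50% in every replicate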
Target sequence (Q5AAJ8 whole entry, looked up): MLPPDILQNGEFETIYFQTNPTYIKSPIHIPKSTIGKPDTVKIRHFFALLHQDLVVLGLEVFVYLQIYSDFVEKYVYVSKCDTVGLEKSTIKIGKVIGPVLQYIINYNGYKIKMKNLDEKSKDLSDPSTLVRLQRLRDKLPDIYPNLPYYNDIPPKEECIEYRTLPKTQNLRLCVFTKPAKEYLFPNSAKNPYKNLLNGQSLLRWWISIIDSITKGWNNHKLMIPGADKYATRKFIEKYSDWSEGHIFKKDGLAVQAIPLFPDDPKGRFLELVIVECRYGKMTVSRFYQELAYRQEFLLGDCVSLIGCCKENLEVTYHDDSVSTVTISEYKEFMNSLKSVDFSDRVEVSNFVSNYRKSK
dFosB act – activators of delta FosB homodimer, primary screen, biochemical, fluorescence polarization, TAMRA-CDK5 oligo, single point; hit rate 0.99% among 340,000; activation, % at 25 µM; purified delta FosB; percent of positive-control signal above neutral wells;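 active means mean activation above about 17%, with every replicate also reaching it, limit read from the data, passing the limit was not always enough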;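 further: fluorescence polarization rise as delta FosB binds a TAMRA Cdk5 AP-1 oligo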
Keap1 Nrf2 FP – Keap1-Nrf2 protein-protein interaction inhibitors, primary screen, biochemical, fluorescence polarization, single point | Keap1 Kelch-Nrf2 peptide fluorescence polarization, 1536-well | hit rate 0.15% among 340,000 | inhibition, % at 9.4 µM; in the data active means inhibition above about 12%;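 further: human Keap1 Kelch domain with fluorescein labeled Nrf2 9mer peptide probe; 0% = neutral control wells and 100% = peptide positive control; higher means more block of Keap1 binding to Nrf2 peptide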
CDK5 inh – inhibitors of human CDK5/p35 kinase, primary screen, biochemical, single concentration. Cyclin-dependent kinase 5 (Homo sapiens) + Cyclin-dependent kinase 5 activator 1 (Homo …. Recombinant CDK5/p35, ADP-Glo luminescence, 60 min. inhibition, % at 10 µM. hit rate 0.01% among 330,000;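 active means highest replicate inhibition of at least 50% and at least 75% of replicates reaching 50%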;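 further: plate controls were DMSO neutral control for no effect and GW8510 at 10 µM for full effect; many of its hits are not listed in these tables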
Target sequence (Q00535 whole entry, looked up): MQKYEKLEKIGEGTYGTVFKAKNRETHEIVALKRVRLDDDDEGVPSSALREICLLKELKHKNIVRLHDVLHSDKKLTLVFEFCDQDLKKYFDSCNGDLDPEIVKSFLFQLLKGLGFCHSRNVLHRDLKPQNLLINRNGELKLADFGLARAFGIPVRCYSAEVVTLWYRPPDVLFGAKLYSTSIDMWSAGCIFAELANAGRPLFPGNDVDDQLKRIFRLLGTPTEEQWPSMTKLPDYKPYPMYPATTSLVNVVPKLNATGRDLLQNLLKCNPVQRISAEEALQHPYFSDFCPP
Target sequence (Q15078 whole entry, looked up): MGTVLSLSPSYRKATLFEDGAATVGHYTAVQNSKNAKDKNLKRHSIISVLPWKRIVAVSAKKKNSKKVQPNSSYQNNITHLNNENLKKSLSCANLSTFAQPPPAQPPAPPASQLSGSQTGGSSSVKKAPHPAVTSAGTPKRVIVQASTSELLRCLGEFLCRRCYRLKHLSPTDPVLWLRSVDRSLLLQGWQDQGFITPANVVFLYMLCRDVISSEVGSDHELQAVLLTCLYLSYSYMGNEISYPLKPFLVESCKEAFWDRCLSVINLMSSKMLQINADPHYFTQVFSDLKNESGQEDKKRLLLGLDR
Mot1-301 SUMO – yeast Mot1-301 growth rescue at high temperature, primary screen, SUMOylation pathway inhibitor project, S. cerevisiae, ATP luminescence, 38.5C | S. cerevisiae Mot1-301 growth rescue; percent above DMSO median, 100 means doubled | growth rescue, % at 18.8 µM | hit rate 1% among 320,000 | AID 2716, 2010;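 active means every valid replicate shows activation above 250% relative to neutral control wells; inactive means the rest, any valid replicate at or below 250%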;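 further: OY570 slx delta 5 strain wells were the positive control but not used for scaling; some compounds called inactive have numbers as strong as hits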
RTF Ca sens act – cardiac RTF calcium sensitivity activators, primary screen, biochemical, IANBD-TnC fluorescence, EC20 calcium; Troponin I, cardiac muscle (Homo sapiens) + Troponin T, cardiac muscle (Homo sapiens) + …; IANBD-labeled TnC RTF fluorescence at EC20 calcium; 0% EC20 calcium, 100% full calcium; activation, % at 7.2 µM; hit rate 0.24% among 340,000; AID 493008, 2010;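 active means activation above the mean over all tested compounds plus 3 SD, cut at about 30% in these data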;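 further: rise in fluorescence read as greater calcium sensitivity of cardiac thin filaments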
LANA DNA inh – inhibitors of KSHV C-LANA binding to DNA, primary screen, biochemical, fluorescence polarization, FAM-LBS DNA, MBP-C-LANA, single point | hit rate 0.078% among 340,000 | inhibition, % at 9 µM | Kaposi's sarcoma herpesvirus LANA C-terminal domain (residues 932-1162) DNA binding;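 active means highest replicate inhibition at or above 60% at 9 µM, even if other replicates fall short; inactive means all replicates below 60% inhibition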;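 further: 0% = neutral control wells and 100% = 4 µM acridine orange control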
RTF Ca sens inh – cardiac RTF calcium sensitivity inhibitors, primary screen, biochemical, IANBD-TnC fluorescence, EC70 calcium. Troponin I, cardiac muscle (Homo sapiens) + Troponin T, cardiac muscle (Homo sapiens) + …. IANBD-labeled cardiac RTF, Ca2+ fluorescence. inhibition, % at 7.15 µM. hit rate 0.12% among 340,000. AID 493244, 2011;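 active means inhibition above the mean inhibition of all tested compounds plus 3 SD, cut at about 17% in these data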;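 further: assay run at fixed EC70 calcium of 1.6 mM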
The depositor's hits bear a star; . = not tested or not shown. This is a random part of the collection; overall some 3.2% were active at least once.

compound | Rtt109 HAT inh | PfHsp90 set2 | CDK5 inh | Mot1-301 SUMO | NSD2 inh | PvdQ inh | LANA DNA inh | RTF Ca sens inh | RTF Ca sens act | dFosB act | Keap1 Nrf2 FP
S=c1[nH]nc(-c2cc(-c3ccccc3)n[nH]2)n1/N=C/c1c(Cl)cccc1Cl | 1 | -27 | -0.5 | -8 | 0 | -14 | 1.7 | -5 | 1 | 13 | 3
COc1ccc2c(c1)OC(c1ccccc1)(C(F)(F)F)NC2=O (stereo not given) | 2 | 10 | 1.4 | -15 | -2 | -17 | -0.8 | -8 | -3 | 3 | -3
c1csc(-c2nn3c(Cn4cnc5ccccc54)nnc3s2)c1 | 27 | 6 | 0.0 | -12 | 0 | -7 | -1.0 | -16 | 2 | -7 | -1
Cc1cc(S(=O)(=O)Nc2ccc(C(=O)NCC(c3ccco3)N3CCCCC3)cc2)ccc1F (stereo not given) | 6 | . | 1.2 | . | . | 3 | -1.4 | -10 | -2 | 2 | -4
COC(=O)c1sc(NC(=O)c2c(-c3ccccc3)noc2C)nc1C | 5 | 0 | 0.0 | -1 | -3 | 5 | -0.7 | -1 | -3 | -12 | -7
COc1ccccc1-c1nc2ccc(Cl)cc2c(=O)n1O | -15 | -21 | 1.2 | 5 | 0 | 9 | -0.1 | -1 | -3 | -5 | -1
C[C@H](CO)N1C[C@H](C)[C@@H](CN(C)Cc2ccc(Oc3ccccc3)cc2)Oc2c(NC(=O)C3CC3)cccc2C1=O | -6 | 16 | -1.4 | 32 | . | -9 | 0.9 | -6 | 17 | -3 | -1
Cc1csc(NC(=O)c2ccc(S(=O)(=O)N(C)c3ccccc3)cc2)n1 | 8 | -2 | 0.4 | -4 | . | 6 | -1.5 | -2 | -2 | 2 | -1
CCN1CCN(C(=S)c2ccc(OC)cc2)CC1 | 14 | . | 2.1 | 96 | 5 | -1 | 0.2 | 6 | 1 | 0 | 0
CCOC(=O)c1cc(-c2csc(-c3ccc(C(F)(F)F)cc3)n2)on1 | 6 | -9 | -0.8 | 1 | 0 | -9 | 1.8 | -7 | 2 | -20 | -3
CS(=O)(=O)N1c2ccccc2[C@@]2(Br)C[C@H]3C(=O)N[C@@H](Cc4ccccc4)C(=O)N3[C@@H]12 | 1 | -15 | 0.1 | -3 | . | -7 | 1.5 | -16 | 3 | -12 | -5
Cc1cc(NC(=O)c2cccc(Br)c2)n[nH]1 | -5 | 1 | 3.9 | -3 | . | -8 | -0.4 | -10 | 1 | -3 | 3
Cn1c(=O)[nH]c(=O)c2c1nc(NCCCn1ccnc1)n2CCOc1ccccc1 | 2 | -5 | 0.3 | 3 | -1 | -3 | 1.6 | 1 | 0 | 5 | -1
COc1cccc(C(=O)Oc2c(CN3CCOCC3)cc(Cl)c3cccnc23)c1 | 7 | . | -1.6 | -5 | -1 | -8 | -0.6 | -8 | 2 | -14 | 2
C/C(=N\NC(=O)c1c[nH]c2ccccc12)c1ccccn1 | 29 | 37 | 0.8 | -14 | -20 | -9 | 0.7 | -2 | 2 | -7 | -10
CCOC(=O)c1cc(-c2ccc(OC)cc2)nn1-c1ccccc1C(=O)O | -2 | 17 | 12 | 12 | 39 | -5 | -2.6 | -7 | 2 | -2 | 1
O=C(Cc1c[nH]c2ccccc12)NCc1ccco1 | 2 | . | 3.1 | 0 | -2 | 10 | 0.1 | -2 | 1 | -4 | -3
CSc1ncccc1C(=O)Nc1cccc(S(=O)(=O)N2CCCCCC2)c1 | -8 | 10 | -0.2 | 23 | -1 | -11 | 0.1 | 1 | -2 | -8 | -2
COc1cc(OC)cc(C(=O)Nc2ncc3c(n2)CC(C)CC3=O)c1 (stereo not given) | -7 | 35 | -0.7 | -28 | 0 | 14 | -0.6 | 2 | -11 | -8 | 2
Cc1cc(OC(=O)c2ccc(C(F)(F)F)cc2)c([N+](=O)[O-])c(=O)[nH]1 | 2 | -9 | -0.4 | 0 | . | -11 | -0.7 | -5 | -1 | -4 | 1
CC1CCCC(C)N1c1ccc(S(=O)(=O)N2CCOCC2)cc1Cl (stereo not given) | 10 | 23 | 0.2 | 194 | -2 | -11 | 0.4 | 1 | -8 | -19 | -7
CCN(CC(=O)Nc1c(C(=O)OC)[nH]c2ccc(C)cc12)c1ccc2c(c1)OCO2 | -2 | -26 | -1.2 | -4 | 13 | -10 | 0.5 | -23 | 5 | -2 | 7
COc1ccc(C)cc1NC(=O)c1cc2ccccc2o1 | 1 | -6 | -3.0 | 9 | -3 | -12 | 1.7 | -3 | 1 | 3 | -5
Cc1sc2ncn(CC(=O)N3CCN(c4ccccc4F)CC3)c(=O)c2c1S(=O)(=O)N1CCOCC1 | 9 | 13 | 0.3 | -11 | -2 | 9 | 3.2 | -27 | 8 | -2 | 1
CC1=CC(C)(C)N2C(=O)C3(SCC(=O)N3c3ccc(O)cc3)c3cc(C)cc1c32 (stereo not given) | 3 | 1 | -0.8 | 161 | 3 | 0 | -0.9 | -6 | 2 | -21 | -1

Nothing new here: an excerpt of the list.
compound | Rtt109 HAT inh | PfHsp90 set2 | CDK5 inh | Mot1-301 SUMO | NSD2 inh | PvdQ inh | LANA DNA inh | RTF Ca sens inh | RTF Ca sens act | dFosB act | Keap1 Nrf2 FP
COc1cc(OC)cc(C(=O)Nc2ncc3c(n2)CC(C)CC3=O)c1 (stereo not given) | -7 | 35 | -0.7 | -28 | 0 | 14 | -0.6 | 2 | -11 | -8 | 2
Cc1cc(OC(=O)c2ccc(C(F)(F)F)cc2)c([N+](=O)[O-])c(=O)[nH]1 | 2 | -9 | -0.4 | 0 | . | -11 | -0.7 | -5 | -1 | -4 | 1
CC1CCCC(C)N1c1ccc(S(=O)(=O)N2CCOCC2)cc1Cl (stereo not given) | 10 | 23 | 0.2 | 194 | -2 | -11 | 0.4 | 1 | -8 | -19 | -7
CCN(CC(=O)Nc1c(C(=O)OC)[nH]c2ccc(C)cc12)c1ccc2c(c1)OCO2 | -2 | -26 | -1.2 | -4 | 13 | -10 | 0.5 | -23 | 5 | -2 | 7
COc1ccc(C)cc1NC(=O)c1cc2ccccc2o1 | 1 | -6 | -3.0 | 9 | -3 | -12 | 1.7 | -3 | 1 | 3 | -5
Cc1sc2ncn(CC(=O)N3CCN(c4ccccc4F)CC3)c(=O)c2c1S(=O)(=O)N1CCOCC1 | 9 | 13 | 0.3 | -11 | -2 | 9 | 3.2 | -27 | 8 | -2 | 1
CC1=CC(C)(C)N2C(=O)C3(SCC(=O)N3c3ccc(O)cc3)c3cc(C)cc1c32 (stereo not given) | 3 | 1 | -0.8 | 161 | 3 | 0 | -0.9 | -6 | 2 | -21 | -1

The list goes on.
compound | Rtt109 HAT inh | PfHsp90 set2 | CDK5 inh | Mot1-301 SUMO | NSD2 inh | PvdQ inh | LANA DNA inh | RTF Ca sens inh | RTF Ca sens act | dFosB act | Keap1 Nrf2 FP
Cc1nn(CC(O)Cn2cnc3c2c(=O)n(C)c(=O)n3C)c(C)c1Br (stereo not given) | -2 | -47 | -3.2 | -17 | -2 | -12 | 1.7 | 0 | -4 | 0 | -4
CC1(C)CC(NNCCC#N)=CC(=[N+]2CCCC2)C1 | 3 | 11 | 0.4 | -3 | -2 | -10 | -4.0 | 0 | 6 | -8 | -8
CCOC(=O)C1CCN(CC(=O)NC(=O)NC2CCCCC2)CC1 | 2 | 1 | 2.9 | 30 | -1 | 9 | -0.8 | 8 | 1 | 0 | -6
CCCCn1c(-c2cccnc2)n[nH]c1=S | -21 | 8 | 2.4 | -15 | 5 | -17 | -0.2 | -1 | 4 | 8 | -1
Cc1c(C(=O)N(C)C2CCCCC2)sc2ncnc(N3CCN(c4ccccc4)CC3)c12 | 7 | -4 | 0.6 | 84 | 7 | -10 | 0.9 | -8 | 1 | -27 | -1
CCOC(=O)N1CCC(NC(=O)CCS(=O)(=O)c2ccc3c(c2)CCN3C(C)=O)CC1 | -4 | 10 | 0.4 | 4 | -2 | -1 | -1.6 | -1 | -3 | 5 | 0
CCOC(=O)C(=O)Nc1ccccc1C(=O)NC(C)C | 11 | -5 | -0.4 | -6 | 1 | -13 | -0.5 | -4 | -6 | -7 | -1
CC1=C(C(=O)N(C)C)C(c2ccc(C)s2)NC(=S)N1 (stereo not given) | -5 | 3 | 4.7 | . | -4 | -4 | -0.4 | -4 | 19 | -7 | -3
CCOC(=O)N1CCN(C(=O)C2CCN(C(=O)c3cc(OC)cc(OC)c3)CC2)CC1 | 0 | -10 | 0.6 | -11 | 0 | -17 | -0.7 | 0 | 0 | 3 | -3
O=C(COC(=O)CNC(=O)C1CCCCC1)Nc1ccc(Cl)cn1 | -3 | . | 1.8 | 13 | -3 | -14 | 0.1 | -2 | 5 | -1 | -2
Cc1cccc(C)c1NC(=O)C1(N(Cc2ccco2)C(=O)c2ccccn2)CCCC1 | -6 | 21 | 0.8 | 29 | . | -10 | -1.1 | -5 | 7 | -7 | 4
O=C(O)c1ccc(CCCc2ccccc2)cc1 | -4 | -6 | 1.0 | . | 0 | -2 | 0.4 | 3 | -2 | 5 | 1
Cc1ccc2c(c1)C1OCCC1C1N2C(=O)C2C(C(=O)O)C3C=CC21O3 (stereo not given) | -1 | 1 | -0.4 | -21 | 3 | 1 | 1.1 | -6 | 0 | 6 | -1
O=C(CSc1nnnn1C1CCCC1)Nc1ccc2c(c1)OCCO2 | -6 | . | 1.3 | 1 | -3 | -3 | 0.2 | -2 | 5 | -1 | 1
COC(=O)C1CCN(C(=O)N2CCOCC2)CC1 | 2 | -23 | 0.0 | -8 | -3 | -6 | 0.9 | -4 | 1 | -5 | 3
Cc1cc(C)n2cc(CSc3ccccn3)nc2n1 | -5 | 3 | 1.4 | 1 | -4 | -20 | 0.0 | 1 | 4 | 6 | -1
